# PRMT1 inh: inhibitors of human PRMT1 | inhibition, % at 2.79 µM | recombinant PRMT1, activity-based probe fluorescence polarization | AID 652257 | actives 1.3% (n = 370,000) | Q99873;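 active means inhibition above about 21% made by adding two undisclosed values, limit read from the data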
# TCR-CD3 inh: inhibitors of human TCR-CD3 interaction | TAMRA-labeled TCR probe fluorescence, biochemical | AID 651800 | inhibition, % at 9.4 µM | actives 0.37% (n = 360,000); in the data active means inhibition above about 19%;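 further: recombinant mutant TCR 2C K166C tagged with TAMRA read by polarization; 0% = receptor in buffer alone and 100% = receptor with positive control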
# HTRA1 inh: blocks human HTRA1 serine peptidase; Q92743; actives 0.5% (n = 340,000); inhibition, % at 5.96 µM; recombinant HTRA1, FP-rhodamine activity-based probe, fluorescence polarization; in the data active means inhibition above about 36%;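 further: 0% = enzyme with DMSO and 100% = wells lacking enzyme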
# PG9 binder: small molecules binding HIV-1 gp120 antibody PG9; AID 624416; TR-FRET gp120-PG9 antibody binding; inhibition, % at 6.7 µM; actives 0.43% (n = 360,000); in the data active means inhibition above about 8.5%
# SIAE inh: blocks human sialic acid acetylesterase. Q9HAT2. SIAE FP-Rh probe binding, fluorescence polarization. inhibition, % at 9.66 µM. actives 0.69% (n = 370,000);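 active means inhibition above a cutoff: mean of compounds within the control limits plus 3 SD of those, cut at about 17% in these data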;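 further: 0% = plate median of compound wells and 100% = probe without SIAE protein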
# ABHD4 inh: inhibits mouse alpha/beta hydrolase domain 4; actives 0.54% (n = 370,000); Q8VD66; inhibition, % at 8.92 µM; purified mABHD4, FP-Rh probe fluorescence polarization;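 active means inhibition exceeding the mean over every tested compound plus 3 SD, cut at about 30% in these data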;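 further: 0% = plate median of compound wells and 100% = S159A mutant with DMSO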
#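 Assay system: Wild-type mouse ABHD4 protein | Medium: HEPES pH 7.0 buffer, 150 mM NaCl, 0.01% Pluronic F-127 | Incubation: Enzyme–compound pre-incubation 45 min, then probe 60 min, both 25 °C | Technique: Fluorescence polarization with parallel and perpendicular emission, 525/598 nm | Evaluation: % inhibition of FP-Rh probe binding versus controls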
# rCAG RNA binder: r(CAG) repeat RNA binding; TO-PRO-1 dye displacement fluorescence; inhibition, % at 3 µM; actives 1.3% (n = 370,000); AID 651821;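 active means inhibition above the plate cutoff, the mean of all test compounds on that plate plus 3 SD, cut at about 35% in these data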;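 further: 0% = DMSO alone and 100% = 100 µM mitoxantrone as full dye displacement; higher means more dye released from RNA so lower well fluorescence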
# LEDGF integ inh: blocks HIV-1 LEDGF/p75-dependent DNA integration; TR-FRET IN-LEDGF/p75 DNA integration, Eu/Cy5; inhibition, % at 3.7 µM; actives 0.64% (n = 370,000); AID 743269;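 active means inhibition above the screen-wide mean plus 3 SD, cut at about 13% in these data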;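 further: signal is the Cy5 over europium emission ratio at 671 and 618 nm; 0% = plate median of compound wells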
# Rev-erbA mod: modulators of human Rev-erb alpha DNA binding. AID 1259318. actives 0.79% (n = 370,000). Rev-erbα–FITC-DNA binding, fluorescence polarization, 90 min. P20393. activity, % at 10 µM;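 active means activity above about 14%, limit read from the data; passing the limit was not always enough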;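 further: 0% = DMSO wells with 35 nM protein and 100% = DMSO wells with 750 nM protein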
# Target sequence (P20393 whole entry, looked up): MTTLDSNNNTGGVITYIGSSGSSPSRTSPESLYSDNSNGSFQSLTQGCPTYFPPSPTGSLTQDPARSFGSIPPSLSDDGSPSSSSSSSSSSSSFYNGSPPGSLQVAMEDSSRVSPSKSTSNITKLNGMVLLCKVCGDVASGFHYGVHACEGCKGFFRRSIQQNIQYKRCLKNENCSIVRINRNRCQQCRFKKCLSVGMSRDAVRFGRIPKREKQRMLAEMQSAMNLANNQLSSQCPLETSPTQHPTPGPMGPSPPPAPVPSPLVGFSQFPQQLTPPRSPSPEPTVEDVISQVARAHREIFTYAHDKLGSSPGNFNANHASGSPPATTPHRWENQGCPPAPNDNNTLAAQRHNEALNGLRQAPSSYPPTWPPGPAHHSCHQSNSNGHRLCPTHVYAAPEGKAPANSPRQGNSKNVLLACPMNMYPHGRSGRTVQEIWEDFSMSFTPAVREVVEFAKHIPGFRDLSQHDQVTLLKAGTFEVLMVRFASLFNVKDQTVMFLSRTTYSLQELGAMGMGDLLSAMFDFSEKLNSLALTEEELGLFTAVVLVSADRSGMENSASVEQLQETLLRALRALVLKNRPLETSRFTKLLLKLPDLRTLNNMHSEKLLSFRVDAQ
# TDP2 absorb: TDP2 (human) inhibition, absorbance primary screen; O95551; AID 720702; recombinant TDP2, T5PNP hydrolysis, p-nitrophenol absorbance 415 nm; inhibition, % at 12.8 µM; actives 0.34% (n = 370,000);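 active means inhibition above the mean of all tested compounds plus 3 SD, set per campaign, cut at about 25% in these data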;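 further: 0% = DMSO with enzyme and 100% = buffer with substrate but no TDP2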
# Target sequence (O95551 whole entry, looked up): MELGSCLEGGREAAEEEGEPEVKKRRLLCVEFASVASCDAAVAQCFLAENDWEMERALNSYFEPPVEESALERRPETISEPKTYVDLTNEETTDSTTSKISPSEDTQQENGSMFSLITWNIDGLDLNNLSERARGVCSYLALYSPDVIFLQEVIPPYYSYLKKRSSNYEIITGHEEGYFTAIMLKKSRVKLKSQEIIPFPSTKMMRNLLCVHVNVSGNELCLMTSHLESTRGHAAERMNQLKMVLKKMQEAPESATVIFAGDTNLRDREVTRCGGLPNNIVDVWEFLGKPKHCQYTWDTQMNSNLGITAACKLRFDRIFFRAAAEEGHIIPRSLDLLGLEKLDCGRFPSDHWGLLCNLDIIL
#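 Incubation: 2 h at 37 °C; Test system: recombinant human TDP2; Quantity: enzyme 120 nM; Read-out basis: percent inhibition; Medium: 50 mM Tris-HCl pH 7.5 with Mg2+, KCl, DTT, BSA; Repeats: single replicate; Compound: 12.8 µM single point, 1% DMSO; Signal: epi absorbance; Reagent: 5 mM T5PNP chromogenic substrate; Benchmarks: no-enzyme high, DMSO-plus-enzyme low.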
# * marks the source's active call; other numbers are inactive results; x = not tested or not shown. This is a subset (hit frequency here may not be typical).
SMILES,PRMT1 inh,TCR-CD3 inh,HTRA1 inh,PG9 binder,SIAE inh,ABHD4 inh,rCAG RNA binder,LEDGF integ inh,Rev-erbA mod,TDP2 absorb
O=c1cc(CN2CCN(c3ccc(O)cc3)CC2)nc2scc(-c3ccccc3)n12,8,6,4,-0.1,7,17,9,3,-10,0
COc1nc(NC2CCCCC2)nc(NC(C)(C)C)n1,-4,5,-2,-1.3,3,7,-6,4,6,-8
Cc1ccc(C)c(C(=O)CSc2nc3ccccc3c(=O)[nH]2)c1,3,-2,-11,3.0,-3,-1,2,2,6,1
CCc1ccc2nc(NC(=O)c3ccc(N4C(=O)CCC4=O)cc3)sc2c1,5,-3,-8,4.8,-6,-9,3,-7,16,4
COc1ccc(Nc2c(-c3ccc(F)cc3)nc3nc(C)cc(C)n23)cc1,3,-1,x,-0.6,7,10,6,0,-6,-2
COc1ccc2oc(C(=O)N3CCc4ccccc43)c(C)c2c1,-4,3,-20,1.1,-2,-12,2,0,9,-14
COc1cc(CNCc2ccc(C)cc2)cc(OC)c1OC,-1,-4,-20,0.8,2,8,-3,2,2,8
O=C(Nc1ccccc1)c1cc(C2CCCCN2C(=O)OCCF)on1 (stereo unspecified),1,-3,x,0.5,5,-4,1,1,1,6
O=c1c(Cc2ccccc2)c(O)ccn1Cc1ccc2c(c1)OCO2,-2,2,1,-2.0,1,-1,-3,-1,-6,9
CCOc1cc(NS(=O)(=O)c2ccc(NC(C)=O)cc2)c(OCC)cc1NC(=O)C(C)C,1,10,-1,-3.8,-1,7,-2,2,0,-3
CCOC(=O)c1ccc(C#Cc2ccc3c(c2)C(C)(C)CCS3)nc1,5,x,x,x,-4,-5,7,-2,-2,2
CC(C)OCc1ccc(C(=O)N2CCN(S(=O)(=O)c3ccc(Br)s3)CC2)cc1,-3,12,-2,0.7,4,2,2,2,-5,6
COc1ccc(F)cc1CSc1nnnn1-c1ccc(O)cc1,-2,-4,-18,1.2,3,-20,2,-3,7,0
COc1ccc(C(=O)COC(=O)CCN2C(=O)C3C4C=CC(C5CC45)C3C2=O)cc1 (stereo unspecified),2,4,-2,-0.8,-5,-4,-5,2,-1,3
COc1cccc(/C=C2\CC3(OC(=O)C4CCCCC4)CCCN2C3)c1 (stereo unspecified),0,x,x,x,-1,-4,2,-3,0,10
O=C(CCN1CCN(C(=O)c2ccco2)CC1)Nc1ccc(F)cc1,1,0,10,-3.3,-2,-2,-3,5,2,-9
CSc1sc(C(=O)N(C)C)c2c1S(=O)(=O)N(C)c1ccccc1-2,-2,7,-1,-1.8,15,2,0,1,5,3
COc1cc(OC)c(OC)cc1CN1CCC(O)CC1,4,5,3,-5.0,0,5,-3,-1,-3,9
Cc1cc(=O)n(Cc2ccccc2)c(O)c1C#N,10,6,-2,-2.1,5,17,24,3,3,2
COCCCn1c(=O)c2sccc2n(Cc2ccccc2)c1=O,5,-7,11,-1.1,-5,-6,-5,1,2,-8
C[C@@H]1CN([C@@H](C)CO)C(=O)c2c(c3ccccc3n2C)-c2ccccc2CO[C@H]1CN(C)C(=O)C1CC1,1,8,2,0.0,1,4,-1,-3,-1,3
Cc1ccc(-c2nc(CS(=O)(=O)CC(=O)N3CCN(C)CC3)c(C)o2)cc1,-11,4,9,-1.8,-3,4,-6,0,-3,-12
COc1ccc2[nH]c3c(c2c1)CCNC3c1ccc([N+](=O)[O-])o1 (stereo unspecified),23*,1,43*,-7.1,21*,-4,3,3,9,-19
O=C(NCc1ccccc1Cl)C1(S(=O)(=O)c2ccc(Cl)cc2)CC1,1,-2,-1,0.9,14,-5,1,2,2,10
COc1ccc(C(=O)CSc2nn3c(=O)c(C(C)(C)C)nnc3s2)cc1,1,-4,0,-2.6,-1,-1,2,1,-1,-8
N#CC1=C(SCC(=O)NC23CC4CC(CC(C4)C2)C3)NC(=O)C(C#N)C12CCCCC2 (stereo unspecified),10,-3,-4,0.7,-11,-2,15,-2,-2,-10
O=C(OCC(=O)N1CCCC1)c1ccc(Cl)nc1,2,-6,-1,1.2,2,6,-3,-8,3,5
COc1ccc(N(C(=O)CNC(=O)c2cccs2)C(C(=O)NC2CCCC2)c2cccnc2)cc1 (stereo unspecified),-1,-7,-5,-0.3,0,0,-2,-6,-3,9
COc1ccc(N2CCCCn3c2nc2c3c(=O)[nH]c(=O)n2C)cc1,-2,-3,9,-2.0,0,1,-1,0,1,-5
CCCCN1C(=O)c2ccc(C(=O)NC3(C)CCS(=O)(=O)C3)cc2C1=O (stereo unspecified),-1,-1,-1,-2.3,8,2,-8,1,-1,13
O=C(Nc1ccc2c(c1)CCCN2C(=O)c1ccccc1)c1ccccc1Br,-3,1,-10,-2.1,-1,-3,-3,-1,2,-6
CCOC(=O)CSc1n[nH]c(NC(=O)c2ccccc2)n1,7,-5,-1,0.5,-2,6,-3,-2,5,-1
COC(=O)c1ccccc1-c1ccc(/C=N/NC(N)=O)o1,-6,2,-1,-2.3,7,2,-2,1,2,11
NC(=O)c1ccc(N2CCN(c3ncc(C(F)(F)F)cc3Cl)CC2)cc1,-2,2,-3,0.9,2,0,0,2,-2,10
CCOC(Cn1c(-c2ccc(OC)cc2)nc2ccccc21)OCC,1,-4,-6,2.5,5,-3,-8,2,-1,11
C#CCNC[C@@H]1CSCCS(=O)(=O)N1,1,2,x,2.3,0,5,1,2,0,-2
COc1ccc(-c2nnc(SCC(=O)Nc3ccccc3)n2C)cc1,-2,-3,-3,0.2,-2,-3,-3,1,3,-11
CCC(C)(C)NC(=O)C(c1ccc(OC)cc1)N(C(=O)CCC(=O)Nc1cc(C)on1)c1ccc2c(c1)OCO2 (stereo unspecified),5,-10,-7,0.2,1,-1,-4,1,2,-4
CCN(c1ccccc1)S(=O)(=O)c1ccc(Cl)c(NC(=O)CN2C(=O)NC3(CCCC3)C2=O)c1,-2,6,-2,0.4,-7,-9,9,2,4,2
COc1ccc(-c2cc(C(=O)Nc3ccc4c(c3)OCO4)no2)cc1,-3,3,7,-0.3,-1,-6,1,1,-2,3
CCOC(=O)c1c(C(=O)OCC)c(C)n(Cc2cc(OC)c(OC)c(OC)c2)c1C,-1,5,0,-1.3,-6,0,1,-4,-2,-11
O=C1CC(C(=O)Nc2ccc(Br)cc2)C2(CCCC2)O1 (stereo unspecified),5,2,x,0.8,0,6,3,2,-10,4
Cn1nc(C(=O)Nc2cccc(Cl)c2)cc1C(=O)Nc1cccc(Cl)c1,-4,7,-25,-1.1,-36,-11,2,3,-4,-7
CN(Cc1nc(-c2ccc3c(c2)OCO3)no1)CC1(N2CCOCC2)CCCCC1,6,-5,-6,-0.4,-4,-8,-4,1,-2,-19
O=[N+]([O-])c1ccccc1S(=O)(=O)NCc1ccc(F)cc1,-1,-3,x,-1.0,-4,-1,1,-3,1,-1

# Profiles as entered above. Values in the order: PRMT1 inh	TCR-CD3 inh	HTRA1 inh	PG9 binder	SIAE inh	ABHD4 inh	rCAG RNA binder	LEDGF integ inh	Rev-erbA mod	TDP2 absorb
# `CCN(c1ccccc1)S(=O)(=O)c1ccc(Cl)c(NC(=O)CN2C(=O)NC3(CCCC3)C2=O)c1` is listed as -2	6	-2	0.4	-7	-9	9	2	4	2
# `COC(=O)c1ccccc1-c1ccc(/C=N/NC(N)=O)o1` is listed as -6	2	-1	-2.3	7	2	-2	1	2	11
# `COc1ccc(-c2nnc(SCC(=O)Nc3ccccc3)n2C)cc1` is listed as -2	-3	-3	0.2	-2	-3	-3	1	3	-11

# Continued.
SMILES,PRMT1 inh,TCR-CD3 inh,HTRA1 inh,PG9 binder,SIAE inh,ABHD4 inh,rCAG RNA binder,LEDGF integ inh,Rev-erbA mod,TDP2 absorb
NC(N)=N/N=C/c1ccc(Cl)cc1Cl,-5,9,-1,0.3,4,8,3,1,8,11
CC1(C)CC(=O)C=C(NCC2CCCO2)C1 (stereo unspecified),2,4,-3,0.4,-6,4,-1,2,2,10
Cc1nn(-c2ccc(F)cc2)c(Cl)c1/C=N/NC(=O)c1cccc(S(=O)(=O)N2CCCC2)c1,-2,7,0,-1.5,-3,2,4,0,-13,5
COC(=O)c1ccc2nc(NC(=O)C3CCCCC3)sc2c1,0,3,1,-3.3,0,-2,1,0,17*,-9
CCOc1ccc(C(=O)NCC(=O)OCc2nnc(-c3ccccc3)o2)cc1OCC,-1,-1,-3,0.8,-6,-7,3,3,-3,-18
Cc1ccc(C)c(NC(=O)Cn2nnc(C(=O)NCc3ccco3)c2N)c1,0,-1,9,0.0,-1,-7,3,2,-5,1
CCOc1ccc(NC(=O)CN(C)C(=O)CCNC(=O)c2ccco2)cc1OCC,2,0,-3,1.4,7,1,4,2,3,-7
Nc1nc(NCc2ccco2)nc(Nc2ccc(F)cc2)c1[N+](=O)[O-],-3,7,0,-2.4,-3,0,2,3,-3,1
COc1ccc(NC(=O)C2CCCC2)cc1S(=O)(=O)N1CCOCC1,0,-3,10,1.6,6,2,0,-4,-6,-4
Brc1ccc(OCc2nnnn2-c2ccccc2)cc1,-1,3,-7,-1.6,-3,-7,-5,0,-6,9
COc1ccc(C(=O)NC(=S)Nc2cc(C)ccn2)cc1[N+](=O)[O-],-3,0,2,-1.4,5,0,-1,0,-2,-6
COc1ccc(CCNC(=O)COc2ccc(-c3ccccc3)cc2)cc1OC,1,-11,-3,1.9,-10,-10,0,3,-1,4
CC(=O)Nc1ccc(S(=O)(=O)Nc2ccc(S(=O)(=O)Nc3nccs3)cc2)cc1,-1,2,3,-2.4,-6,-12,0,4,-3,-1
CCCn1c(=O)c(Br)cn(-c2ccccc2C)c1=O,-4,5,5,1.9,3,1,-1,2,4,4
Cc1cccc(C)c1NC(=S)NC(C)(C)CO,-1,2,6,0.4,4,-2,0,1,6,2
CCCCNCCOCCOc1ccc(C)cc1Br,0,4,10,0.0,1,-2,5,-2,-6,12
COc1ccc(-n2nnnc2SCC(=O)N(C)C2CCS(=O)(=O)C2)cc1 (stereo unspecified),-2,5,-3,-2.0,-3,-2,2,1,4,4
COc1ccc(C2=NOC(C)(c3sc(-c4ccc(Cl)cc4)nc3C)C2)cc1 (stereo unspecified),-1,-1,x,-2.5,-5,-11,0,-1,-5,-15
COc1ccc(S(=O)(=O)N2CCOCC2)cc1NC(=O)Cc1coc2cc(C)ccc12,1,-2,-21,0.4,-1,-7,11,-2,2,3
Cc1cccc(CNc2ncnc3[nH]ncc23)c1,2,5,0,0.3,0,5,6,-1,2,4
COc1ccc(CNC(=O)/C=C/c2ccc(OCCCF)cc2)cc1,0,0,-7,-0.8,1,-6,-4,5,0,-4
O=C(COc1ccccc1Cl)NCCCNC(=O)c1ccccn1,0,-2,-5,-0.5,2,2,0,1,0,2
CN(C)c1oc(-c2ccc(OCc3ccc(Cl)cc3)cc2)nc1C#N,3,-2,9,1.9,-1,12,-1,3,13,5
O=C(N1CCOCC1)N1CCN(C(=O)N(c2ccccc2)c2ccccc2)CC1,-1,-4,-5,0.9,0,-10,-8,-1,-4,-5
Cc1nn(-c2ccccc2)c(Cl)c1C(=O)NCC1CCCO1 (stereo unspecified),-2,-1,1,-1.8,4,5,1,1,1,-1
